TDP1 block: inhibitors of human tyrosyl-DNA phosphodiesterase TDP1; Q9NUW8; recombinant TDP1, AlphaScreen DNA substrate cleavage; Potency, µM (top dose mostly 130 µM), without a hit: at the highest dose activity change, negative = inhibition, hits mostly inhibitors; 350,000 tested, 0.28% active; note: nearly all actives have a fitted effect of over 40% in size
Target sequence (Q9NUW8 whole entry, looked up): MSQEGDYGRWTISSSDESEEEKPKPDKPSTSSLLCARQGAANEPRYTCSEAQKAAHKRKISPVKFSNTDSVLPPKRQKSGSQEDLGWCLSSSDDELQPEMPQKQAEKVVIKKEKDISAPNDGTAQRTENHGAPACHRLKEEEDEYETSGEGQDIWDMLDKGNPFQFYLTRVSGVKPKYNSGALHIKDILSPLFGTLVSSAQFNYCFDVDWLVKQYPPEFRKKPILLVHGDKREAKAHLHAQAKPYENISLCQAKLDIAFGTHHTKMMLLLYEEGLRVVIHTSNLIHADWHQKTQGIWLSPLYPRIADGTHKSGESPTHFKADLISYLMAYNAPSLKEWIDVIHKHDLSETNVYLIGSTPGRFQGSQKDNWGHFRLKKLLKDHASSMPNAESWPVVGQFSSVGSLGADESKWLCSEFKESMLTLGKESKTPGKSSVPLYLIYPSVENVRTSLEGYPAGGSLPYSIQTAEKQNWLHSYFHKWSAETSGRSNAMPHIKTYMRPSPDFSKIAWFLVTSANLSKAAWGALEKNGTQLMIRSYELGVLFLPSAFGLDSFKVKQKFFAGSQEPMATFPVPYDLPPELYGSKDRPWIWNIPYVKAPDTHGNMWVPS
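Recombinant human Tdp1 (E. coli-expressed, 1 nM final) preincubated with compounds 15 min at room temperature, then 5'-biotin/3'-phosphotyrosine-FITC DNA substrate (15 nM final) added for 5 min. AlphaScreen beads (10 ug/ml final) added 10 min; cleavage lowers signal.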
FEN1 inhibitor: blocks human flap endonuclease 1. P39748. Recombinant FEN1 flap cleavage, fluorescence, 15 min. Potency, µM (doses to about 114 µM), for the others: at the top dose activity change, negative = inhibition, usual class: inhibitors. 390,000 tested, 0.35% active. AID 588795; note: nearly all actives have a fitted effect of over 65% in size
Target sequence (P39748 whole entry, looked up): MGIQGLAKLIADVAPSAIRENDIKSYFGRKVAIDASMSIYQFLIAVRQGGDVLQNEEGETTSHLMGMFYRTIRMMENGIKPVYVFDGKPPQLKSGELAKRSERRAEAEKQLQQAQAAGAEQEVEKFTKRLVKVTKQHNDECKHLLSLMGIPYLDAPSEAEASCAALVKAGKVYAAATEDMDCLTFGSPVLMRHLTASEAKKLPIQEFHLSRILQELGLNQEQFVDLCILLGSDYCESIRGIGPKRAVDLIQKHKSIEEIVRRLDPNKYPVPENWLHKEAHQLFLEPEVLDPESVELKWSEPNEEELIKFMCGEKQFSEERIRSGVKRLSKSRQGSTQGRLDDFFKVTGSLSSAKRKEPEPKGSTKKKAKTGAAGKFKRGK
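Potency values derive from four-parameter Hill fits of normalized qHTS data. The reaction used 10 nM FEN1 preincubated 15 min at room temperature with compound, then 50 nM DNA substrate, read at 0 and 15 min.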
N370S GC: inhibitors or activators of N370S glucocerebrosidase for Gaucher disease. P04062. N370S GC spleen homogenate, 4MU-glucoside fluorescence. Potency, µM (top dose mostly 59.4 µM), for inactives: at the highest dose activity change, negative = inhibition, actives largely listed as inhibitors. 330,000 tested, 0.092% active. AID 2101;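 note: 0% = full enzyme activity and -100% = no enzyme basal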
The depositor's hits bear a star; ? = inconclusive; . = no result given. Calls come from the whole dose curve; as a rule, active = well fitted curve in the direction sought with a large enough effect; inconclusive = small, poorly fitted or top-dose-only effect, or another doubt; inactive = no such curve, though single readings can be large; an effect the other way counts as inactive or inconclusive. Unless noted, % is set by controls: 0 for no effect and ±100 for the full control effect; potency is the fitted concentration of half-maximal effect.

| molecule | TDP1 block | FEN1 inhibitor | N370S GC |
| --- | --- | --- | --- |
| Cc1cc(C)n(-c2cc(-c3ccccc3)nc(C)n2)n1 | 0% | -6% | 6% |
| O=C(CSc1nnc(CCc2nc3ccccc3[nH]2)n1-c1ccccc1)NCc1ccccc1 | 5% | 6% | 2% |
| CN1C(=O)/C(=C/c2ccccc2OCc2ccc(F)cc2)N(C)C1=S | -2% | 0% | 10% |
| Cc1ccc(SCC(=O)NCC2COc3ccccc3O2)cc1 (configuration not stated) | 1% | 9% | . |
| COc1ccc(OCc2cc(C(=O)N3CCN(C4CCCC4)CC3)no2)c(Cl)c1 | 4% | -10% | -10% |
| Cc1ccc(NC(=O)C2CCCN(S(=O)(=O)c3c(C)noc3C)C2)cc1F (configuration not stated) | -2% | 4% | 0% |
| O=S(=O)(/N=C(/Nc1cccnc1Cl)c1ccccc1)c1ccccc1 | -1% | -15% | . |
| O=C(c1cc(-c2ccc(O)cc2)on1)N1CCCCCC1 | 11% | -6% | -13% |
| COc1ccc(C(=O)c2ccc(Br)cc2)cc1 | 3% | -3% | 15% |
| Cn1c2cc(C#N)sc2c2cnn(Cc3ccc(F)cc3)c(=O)c21 | 1% | 1% | . |

Continued, starting with the last 2 of the part before.
| molecule | TDP1 block | FEN1 inhibitor | N370S GC |
| --- | --- | --- | --- |
| COc1ccc(C(=O)c2ccc(Br)cc2)cc1 | 3% | -3% | 15% |
| Cn1c2cc(C#N)sc2c2cnn(Cc3ccc(F)cc3)c(=O)c21 | 1% | 1% | . |
| Fc1cccc(Nc2ncnc3c2cnn3-c2ccccc2)c1 | . | ? | -10% |
| CCOc1ccc2nc(NCCNC(=O)Nc3ccccc3)c(C#N)cc2c1 | -2% | -1% | -2% |
| COc1cccc(C(=O)NCC(=O)N/N=C/c2cn[nH]c2-c2ccccc2)c1 | 3% | -18% | -1% |
| O=C(O)c1cccc(OS(=O)(=O)c2cc(Br)ccc2Br)c1 | -8% | -3% | . |
| CCc1ccc(S(=O)(=O)c2nnn3c2nc(Nc2cc(OC)cc(OC)c2)c2cc(Cl)ccc23)cc1 | 0% | -1% | . |
| CC(C)CCNC(=O)c1onc(CSc2ccncc2)c1C(=O)NCCC(C)C | 2% | 13% | -1% |
| C[C@@H]1CN([C@@H](C)CO)C(=O)c2cc(N(C)C)ccc2O[C@@H]1CN(C)S(C)(=O)=O | 0% | -2% | . |
| COc1ccc(C2(c3ccc(OC)cc3)NC(=O)N(CC(=O)NC3CCCC3)C2=O)cc1 | -7% | 5% | -8% |
| O=C(c1cc(COc2ccc(F)cc2Cl)on1)N1CCSCC1 | 0% | -11% | 4% |
| Cc1ccc(NC2CCCN(C(=O)CCCN3CCCCC3=O)C2)cc1C (configuration not stated) | 4% | -3% | -1% |
| O=C(c1ccccc1)c1c(O)cc(-c2ccccc2)oc1=O | 0% | -4% | -4% |
| COc1cc(C(=O)NC(C)Cc2ccccn2)ccc1OC1CCN(C(C)=O)CC1 (configuration not stated) | . | 8% | -5% |
| CCCOc1ccc(S(=O)(=O)NNC(=O)c2cc3ccccc3o2)cc1 | 3% | -5% | 1% |
| CSc1ccc(CCNC(=O)CN2C(=O)COc3ccc(S(=O)(=O)N4CCCCCC4)cc32)cc1 | 6% | 4% | . |
| O=C(COC(=O)C1CCN(S(=O)(=O)c2ccc3c(c2)OCCO3)CC1)NC1CCCCC1 | . | 6% | -9% |
| O=C(CSc1nc(C2CC2)nc2ccccc12)Nc1ccccc1Cl | . | -7% | -2% |
| CC1CN(S(=O)(=O)c2cccc(C(=O)NNC(=O)C(C)Oc3ccccc3F)c2)CC(C)O1 (configuration not stated) | 2% | -12% | -1% |
| O=C(N=C1SC2CS(=O)(=O)CC2N1c1ccccc1)c1cccc([N+](=O)[O-])c1 (configuration not stated) | 1% | -4% | . |
| Cc1ccc(C2=NN(C(=O)CCC(=O)O)C(c3cccc([N+](=O)[O-])c3)C2)cc1 (configuration not stated) | . | -3% | 1% |
| Cc1ccc(OCC(=O)NNC(=O)c2cccnc2)cc1 | 4% | -3% | 0% |
| COc1ccc(C2CC(c3ccc(Br)cc3)=NN2C(=O)CSC2=NCCS2)cc1 (configuration not stated) | 3% | 6% | 20% |
| C=CCOC(=O)C1=C(C)NC(=S)NC1/C=C/c1ccccc1 (configuration not stated) | 10% | 12% | -6% |
| COc1ccc(-c2coc3cc(O)ccc3c2=O)cc1O | -1% | -17% | -20% |
| COc1ccc(CCNC(=O)C2CCCN2C(=O)Nc2ccc(F)cc2)cc1OC (configuration not stated) | . | 3% | -1% |
| COc1ccc(/C=C/C(=O)NCC(=O)N2CCC(N(C)CCN3CCOCC3)CC2)cc1OC | -4% | -8% | -11% |
| N#Cc1ccccc1NC(=O)c1cccc(COc2ccc(Cl)cc2Cl)c1 | 4% | -10% | 23% |
| COc1ccc(/C=N/NC(=O)c2c([N+](=O)[O-])c(C)nn2C)cc1 | 7% | -5% | 8% |
| COCCN1Cc2cccc(C(=O)NCc3cccs3)c2C1=O | -3% | 1% | -1% |
| CCn1c2ccccc2n2c(=O)c(=O)n(CC(=O)Nc3ccc(C(C)C)cc3)nc12 | -8% | -1% | 12% |
| Cc1nc(NC2CCCCC2)c2nc(-c3ccccc3)n(C(C)CN(C)C)c2n1 (configuration not stated) | 7% | . | -16% |
| O=C(NCCN1CCOCC1)c1cc2sccc2n1Cc1ccc(Cl)cc1 | 6% | -1% | -24% |
| Cc1cccc(Cn2cnc3c(nnn3Cc3ccc(F)cc3)c2=O)c1 | 7% | -2% | 2% |
| O=C(Nc1ccccc1F)c1coc(=O)c(Br)c1 | 20µM* | ? | 7% |
| CS(=O)(=O)N1CCCC(C(=O)Nc2ccccc2Cl)C1 (configuration not stated) | . | 3% | 0% |
| COC(=O)c1cc(C(=O)OC)[nH]n1 | -3% | -2% | 18% |
| O=C(NCc1cccnc1)Nc1ccc(F)cc1F | 5% | -8% | -17% |
| COc1ccc(C)cc1NC(=O)CN1C(=O)COc2ccc(C)cc21 | . | -1% | 0% |
| CCOCCC(=O)Nc1cc(Cl)ccc1OC | 2% | -4% | . |
| O=C(Nc1ccccc1C(=O)O)c1cc(S(=O)(=O)Nc2cccc(F)c2)ccc1Cl | 2% | -2% | 11% |
| Cn1c(=O)n(C)c2cc([N+](=O)[O-])c(N3CCN(C(=O)c4ccccc4Cl)CC3)cc21 | 5% | -8% | -4% |
| COC(=O)c1c(C)oc2ccc(N(C(=O)c3ccncc3)S(=O)(=O)c3ccc(C)cc3)cc12 | 6% | -17% | 1% |
| O=C(Nc1ccc2ccccc2c1)c1cccc([N+](=O)[O-])c1 | . | 1% | -12% |
| Cc1ccc(CNC(=O)CCOc2ccc(C(C)(C)C)cc2)cc1 | 1% | -1% | 4% |
| CCCn1nnc(NC(=O)c2ccc3ccccc3c2)n1 | -3% | -2% | -8% |
| Cc1ccc(-c2noc(-c3cccnc3N(C)Cc3ccc(Cl)cc3)n2)cc1 | 3% | 4% | . |
| C=CCOC(=O)Nc1c(C(=O)OC)[nH]c2ccccc12 | -1% | 14% | -27% |
| CCOC(=O)N1CCN(C(=O)C(C)c2ccc([N+](=O)[O-])cc2)CC1 (configuration not stated) | 7% | 8% | -3% |
| COc1ccccc1C(=O)N1CCCCC1CCN1CCOCC1 (configuration not stated) | 7% | -1% | . |
| CCC(C)Sc1ccc(-c2nc3ccc(C)cn3c2NCc2ccccc2)cc1 (configuration not stated) | 5% | 11% | . |
| Nc1nonc1C(=O)NCCNCc1ccccc1F | -4% | -13% | . |

One compound at a time, from the list above:
Listed for O=C(Nc1ccc2ccccc2c1)c1cccc([N+](=O)[O-])c1 = TDP1 block = .; FEN1 inhibitor = 1%; N370S GC = -12%
Listed for CCOC(=O)N1CCN(C(=O)C(C)c2ccc([N+](=O)[O-])cc2)CC1 (configuration not stated) = TDP1 block = 7%; FEN1 inhibitor = 8%; N370S GC = -3%
Listed for Cc1ccc(CNC(=O)CCOc2ccc(C(C)(C)C)cc2)cc1 = TDP1 block = 1%; FEN1 inhibitor = -1%; N370S GC = 4%

Continuation.
| molecule | TDP1 block | FEN1 inhibitor | N370S GC |
| --- | --- | --- | --- |
| O=C(Nc1ccc2nsnc2c1)N1CCCCCC1 | 6% | -1% | 17% |
| COC(=O)c1cccc(C(=O)Nc2cnc3ccccc3c2)n1 | 4% | 1% | 0% |
| O=C(O)c1cn(-c2ccc(N3CCCC3)c(F)c2)c2c(F)c(F)c(F)cc2c1=O | -3% | -14% | -9% |
| CCc1ccccc1NC(=O)c1ccc2c(c1)N(Cc1cccc(Cl)c1)C(=O)c1ccccc1S2(=O)=O | 6% | -4% | . |
| Cc1ccc(C2CC(c3ccc(C)cc3)n3nc(N)nc3N2)cc1 (configuration not stated) | 10% | 19% | -4% |
| CN(C)S(=O)(=O)c1cccc(NC(=O)CN(CCO)CC(=O)Nc2cccc(S(=O)(=O)N(C)C)c2)c1 | . | 0% | -9% |
| CS(=O)(=O)N(CC(=O)NC1CC1)C1CCCCC1 | 4% | -1% | -2% |
| CC(C)c1ccc(N(CC(=O)O)S(=O)(=O)c2cccnc2)cc1 | 0% | 2% | -5% |
| CCOc1ccc(C(C)=O)cc1COC(=O)CN1C(=O)NC2(CCCC2)C1=O | 7% | 4% | -6% |
| CCO[C@H]1OC(C(N)=O)=C[C@@H](C)[C@@H]1CCCO | 5% | -2% | -15% |

The last two records of the part above lead into the next:
| molecule | TDP1 block | FEN1 inhibitor | N370S GC |
| --- | --- | --- | --- |
| CCOc1ccc(C(C)=O)cc1COC(=O)CN1C(=O)NC2(CCCC2)C1=O | 7% | 4% | -6% |
| CCO[C@H]1OC(C(N)=O)=C[C@@H](C)[C@@H]1CCCO | 5% | -2% | -15% |
| COc1ccccc1N1CCN(C(=O)CN2C(=O)C3CCCCC3C2=O)CC1 (configuration not stated) | 6% | -5% | 3% |
| O=C(COC(=O)c1ccc(S(=O)(=O)N2CCCC2)cc1)NCCc1ccc(F)cc1 | 1% | 18% | . |
| O=C(N/N=C/c1ccc(Cl)cc1)c1sccc1OCc1ccc(F)cc1 | 3% | ? | 30% |
| O=C(CCN1C(=O)/C(=C/c2cccs2)SC1=S)Nc1ccc(C(=O)O)c(O)c1 | 1% | -1% | ? |
| O=C(NCCCN1CCOCC1)c1ccc(Sc2ccccc2Cl)c([N+](=O)[O-])c1 | 0% | 0% | -24% |
| CC(CNS(=O)(=O)c1ccc2c(c1)NC(=O)CCS2)c1ccccc1 (configuration not stated) | 2% | 16% | -6% |
| CCOc1ccc(-c2nnn(CC(=O)N3CCCC3)n2)cc1OCC | 5% | -13% | 6% |
| O=C(c1cc(-c2cccs2)nn1-c1ccccc1)N1CCN(S(=O)(=O)c2ccccc2)CC1 | 0% | 9% | -20% |
| CC(=O)N1CCCc2cc(S(=O)(=O)NCc3ccc(C)cc3)ccc21 | 2% | -11% | 5% |
| Cn1cc([N+](=O)[O-])c(C(=O)N/N=C\c2c[nH]c3ccccc23)n1 | 4% | 12% | -3% |
| O=C(NCCN1CCCCC1)c1cc(Cl)ccc1Cl | . | 0% | -1% |
| CN(C)S(=O)(=O)c1ccc(C(=O)OCCc2ccccc2)cc1 | 1% | -3% | 7% |
| CCOC(=O)CSc1nc2ccccc2c(=O)n1CC | 7% | 0% | 10% |
| CCn1c(C)c(C(C)=O)c(N2CCN(c3ccccc3)CC2)nc1=S | -3% | -3% | . |
